Dynein transport – dynein cargo transport inhibition; 3617.4 mouse cells, GR-EGFP nuclear translocation imaging; test concentration mostly 20 µM; stimulated with dexamethasone, 1 µM; hits give low values; z-score, hits read low; 0.47% of 220,000 active; AID 1381;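 active = plate z-score of nuclear minus cytoplasmic receptor signal below a set negative limit, without overly bright fluorescence or cell loss, cut at about -3.5 in these data, passing the limit was not always enough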;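 also: z-score of nuclear minus cytoplasmic ring GR-EGFP intensity difference per well; some compounds called inactive have numbers as strong as hits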
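medium = tetracycline-free induction medium containing charcoal-stripped FBS | also added = 1.0 µM final dexamethasone stimulus | schedule = 48 h induction, 1 h compound, 30 min dex at 37 °C | technique = fixed, Hoechst-stained cells imaged at 10x for EGFP | measure = GR-EGFP nuclear translocation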
NOD1 NF-kB reporter – inhibition of NOD1-driven NF-kB reporter – cell-based, luminescence, uHTS, primary screen (AID 1578); NOD1-driven NF-kB luciferase reporter cells, luminescence; higher % means a stronger effect; one-dose inhibition, % at 4 µM; EC50 in µM for titrated hits; 1% of 290,000 active; in the data active = inhibition mostly above about 36%, no sharp cut-off; inactive = mostly below about 34%;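 also: HEK-293T reporter cells stimulated with the NOD1 agonist gamma-tri-DAP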
Insulin prom up – MIN6 insulin promoter up-regulation | MIN6 insulin promoter-GFP reporter, high-content imaging; hits give high values | z-score at 5 µM | 0.3% of 190,000 active | AID 1625;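 active = z-score above 3 at 5 µM with at least 500 cells counted in the well; inconclusive = wells under 500 cells, flagged as cytotoxic or low count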
P. falciparum M17LAP – P. falciparum M17LAP inhibitors, primary screen, biochemical, fluorogenic H-Leu-NHMec substrate, 1536-well (AID 1619). recombinant M17LAP, H-Leu-NHMec fluorogenic kinetic assay; higher % means a stronger effect. inhibition, % at 30 µM; hits with a dose series show IC50 in µM. 0.38% of 220,000 active;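 active = compound inhibiting the enzyme by more than half at any dose during confirmatory dose-response retesting; inconclusive = strong single-dose inhibitors picked by rank but not retested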;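 also: plate controls were full reaction with DMSO carrier for no effect and no enzyme background for full effect; strong numbers were not always called active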
MT stabilizer – microtubule stabilization, imaging screen; 0.83% of 200,000 active; HeLa tubulin immunostaining HCS, 24 h; share of cells brighter than vehicle mean+2SD; % tubulin-high responders, % at 10 µM; AID 2205;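 active = plate Z-score above 3 for both tubulin-high and condensed-nucleus cell shares, with cell loss under 80%, at 10 µM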;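 also: anti alpha tubulin signal scored within the nucleus-defined area of each cell; some results filed as inactive read as strong as hits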
bCat nuc transl – beta-catenin nuclear translocation modulation; HeLa beta-catenin nuclear translocation, immunofluorescence imaging; nuclear translocation activity, % at 5 µM; 0.3% of 190,000 active; AID 1665;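 active = nuclear translocation activity above 50% at 5 µM, with a well cell count of 50 or more; inconclusive = wells under 50 cells across six images, flagged as toxic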;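 also: per-cell ratio of nuclear to cytoplasmic median beta-catenin stain intensity; plate controls were DMSO negative control for no effect and GSK-3 inhibitor IX positive control for full effect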
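Test system: human HeLa cells, endogenous beta-catenin. Times: 24 h compound exposure, 37°C. Measured by: beta-catenin immunofluorescence imaging with DAPI.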
HEK293 NOD2/NF-kB – inhibition of NOD2-driven NF-kB reporter – cell-based, luminescence, uHTS, HEK293 (AID 1566) | HEK293 NOD2/NF-kB luciferase reporter, luminescence; higher % means a stronger effect | inhibition, % at 4 µM; hits with a dose series show EC50 in µM | 0.63% of 290,000 active; in the data active = inhibition above about 50%; also: many of its hits are not listed in these tables
Autophagy HCS – modulators of autophagy; calls only at 10 µM (by protocol); 0.98% of 190,000 active; MEF GFP-LC3 puncta imaging; test concentration mostly 10 µM; AID 463193;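 active = percentage of spot-positive cells more than 3 SD above its plate mean, without a fluorescence outlier flag or 80% toxicity; inconclusive = no clear call, values can overlap the other calls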;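 also: spot-positive cell cutoff set from DMSO-treated cells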
Yfh1-depleted yeast – mitochondrial function rescue without frataxin homolog – Friedreich's ataxia, plus single-dose screen, dose response (AID 1465) | S. cerevisiae Yfh1-off respiration, WST-1 reduction, 72 h; higher fold induction means a stronger effect | fold induction at 50 µM; hits with a dose series show EC50 in µM | 0.074% of 220,000 active;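 active = fold induction of absorbance versus untreated yeast above a set limit, then at least 30% activation at any dose in follow-up; inconclusive = repeats straddling the limit, or above it without dose testing; inactive = fold induction below the set limit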;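 also: activators that raise dye reduction in frataxin-depleted yeast; strong numbers were not always called active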
Dynein transport cytoplasmic EGFP – further read-out of Dynein transport, marked with its call; z-score; measured here: cytoplasmic GR-EGFP intensity; hits give high values
Dynein transport nuclear GR-EGFP – further read-out of Dynein transport, marked with its call; z-score; measured here: nuclear GR-EGFP intensity;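 lower value marks the stronger effect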
Dynein transport cell count – recorded beside Dynein transport, whose call it bears; z-score; measured here: cell count per field
Insulin prom up cell count – second read-out of Insulin prom up, no call of its own (marks repeat the call); cell count; measured here: cytotoxicity, nuclei count;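 total cells summed across four imaged fields per well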
bCat nuc transl cell count 5 µM – recorded beside bCat nuc transl, whose call it bears; cell count; measured here: cell count, cytotoxicity flag
MT stabilizer Hoechst-high % – recorded beside MT stabilizer, whose call it bears; % Hoechst-high responders; measured here: nuclear condensation Hoechst responders;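 share of cells brighter than vehicle mean plus two SD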
MT stabilizer cytotoxicity % – also measured in MT stabilizer; calls as there; toxicity, %; measured here: cytotoxicity by cell density;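 0% = mean cell density of plate MIN control wells and 100% = no cells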
Autophagy HCS cell loss 18 h – further read-out of Autophagy HCS, marked with its call; toxicity, %; measured here: cell loss, nuclei count;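 cell loss after 18 h compound exposure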
* hit, by the source's call; i = inactive; ? = inconclusive; / = not tested or not shown; + = active, no number. These rows are one share of the data; count on the stated rates, not on these rows.

SMILES	Dynein transport	Dynein transport cytoplasmic EGFP	Dynein transport nuclear GR-EGFP	Dynein transport cell count	NOD1 NF-kB reporter	Insulin prom up	Insulin prom up cell count	P. falciparum M17LAP	MT stabilizer	MT stabilizer Hoechst-high %	MT stabilizer cytotoxicity %	bCat nuc transl	bCat nuc transl cell count 5 µM	HEK293 NOD2/NF-kB	Autophagy HCS	Autophagy HCS cell loss 18 h	Yfh1-depleted yeast
O=C(Nc1ccc(Cl)cc1)N1N=CCC1c1ccccc1 (stereo not given)	-0.46	-0.24	0.62	-0.65	4%	-0.46	1033	1%	/	/	/	3.6	1265	3%	/	/	i
Cc1ccc(C(C(=O)NC2CCCCC2)N(CC2CCCO2)C(=O)CNC(=O)c2cccs2)cc1 (stereo not given)	0.12	-0.18	0.38	-0.25	3%	/	/	10%	1.9	1.5	7.2	/	/	16%	i	-28	i
CC(=O)N1CCC(=NNS(=O)(=O)c2cccc([N+](=O)[O-])c2)CC1	0.29	-0.18	0.49	1.3	-12%	0.2	931	7%	2.2	1.4	8.4	/	/	-13%	i	-30	i
CCCCOCCCNC(=O)c1ccc(OC)cc1	2.5	0.53	0.92	-1.4	-3%	-0.19	916	2%	1.2	1.6	10	/	/	14%	i	1	i
COc1ccc(NC(C)=O)cc1S(=O)(=O)N1CCc2ccccc21	-0.38	-0.35	-0.11	0.45	-32%	1	1380	-3%	2.4	1.2	6.2	-1.1	1054	-10%	i	-5	i
O=c1[nH]nc(-c2ccc(F)cc2)cc1Cc1ccccn1	-0.43	-0.24	0.4	0.51	1%	0.02	1162	6%	/	/	/	-0.8	1319	20%	/	/	i
O=c1[nH][nH]c(-c2ccccc2)c1C=Nc1ccc(F)cc1F	-1.1	-0.2	-0.15	1.3	-19%	-0.33	1302	12%	2.9	1.9	9.4	-1.9	1120	17%	i	7	i
Cc1cc(C)n(-c2cc(Cl)ccc2[N+](=O)[O-])n1	-0.15	-0.17	-0.17	-0.22	8%	0.54	1521	-4%	1.6	2.0	3.5	0.0	1567	2%	i	-5	i
CCCCCCOc1ccc(OC(=O)c2ccncc2)cc1	2.2	-0.16	0.91	-0.78	-43%	-0.28	791	-5%	4.4	0.8	10	-4.0	963	-43%	i	45	i
Oc1ccccc1/C=N/Nc1cccc2cccnc12	-0.58	-0.13	-0.42	0.63	-47%	-0.59	1643	2%	2.5	1.1	7.4	-0.5	1370	-186%	+	1.3*	i
CCC(C)NC(=O)CS(=O)Cc1nc(-c2cccc(C)c2)oc1C (stereo not given)	-1.2	-0.19	-0.67	0.52	-16%	1.6	1000	-1%	7.4	4.1	6.6	-1.9	1167	4%	i	-4	i
CCCc1cc2c(=O)c(-c3ccc4c(c3)OCCO4)coc2cc1OC(=O)c1ccco1	-0.28	-0.18	0.15	0.015	-3%	0.32	1572	10%	2.8	1.9	5.6	-1.8	1305	-121%	i	-5	i
O=C(NCCO)c1cc([N+](=O)[O-])cc2c1C=Cc1ccccc1O2	-1.2	-0.24	-0.75	1.9	-25%	0.71	1117	20%	3.0	2.5	8.9	-2.9	1107	-7%	i	5	i
CC(=O)NS(=O)(=O)c1ccc(NC(=O)/C=C/c2ccco2)cc1	-0.81	-0.23	-0.55	1.3	-16%	-0.45	1516	40%	1.3	1.7	5.4	-1.5	1113	25%	i	6	i
Cc1cc(C)nc(N2CCC(C(=O)NCc3ccco3)CC2)n1	1.4	-0.095	0.72	-1.3	-9%	-0.62	1012	1%	2.4	1.0	7.6	-2.7	1084	2%	i	-4	i
O=C(NCCCN1CCOCC1)C(=O)NCc1ccccc1	0.21	-0.13	0.4	-0.39	-27%	0.31	1635	/	1.7	1.7	4.7	1.0	994	-8%	i	9	i
CC(C)c1nn2c(=O)cc(O)nc2s1	0.17	-0.24	0.22	0.52	-8%	1.2	1480	1%	1.4	1.9	4.3	1.2	1073	13%	i	-14	i
Cc1ccc(NC(=O)NNC(=O)Cn2nc(-c3ccccc3)c(-c3ccccc3)c(C#N)c2=O)cc1	-0.46	-0.18	0.39	0.18	-37%	0.42	1303	-5%	27*	41*	50*	-0.4	1237	-31%	i	22	i
CCn1c(=O)cc(SCC(=O)Nc2ccc(C)cn2)c2ccccc21	-0.3	-0.23	-0.043	0.6	/	0.34	1356	2%	3.7	4.4	7.0	-0.7	1194	/	+	10*	i
CN(CCC#N)C(=O)COC(=O)c1cccnc1Nc1ccccc1F	0.14	-0.19	0.11	0.069	-35%	0.94	1573	11%	3.6	2.1	10	-2.1	1137	6%	i	-16	i
COC(=O)COC(=O)c1ccc(O)cc1	-0.65	-0.14	-0.27	1	-5%	0.09	935	-9%	0.9	1.3	4.8	-5.1	944	6%	i	1	i
COc1ccc(Nc2c(C)cccc2C)cc1	-1	-0.19	-0.3	-0.046	-2%	/	/	3%	0.9	1.6	5.4	-1.2	522	3%	i	-6	i
COc1ccc(C(=O)Nc2ccc3[nH]c(-c4cccc(OC)c4)cc(=O)c3c2)cc1	0.045	-0.26	0.32	0.76	-45%	0.69	852	7%	32*	40*	56*	56*	204*	-34%	i	24	i
Cc1cc(C)nc(N2N=C(c3ccccc3)CC2=O)n1	-0.085	0.48	-0.49	-0.019	-35%	-0.18	1410	5%	2.2	2.6	1.3	-0.9	1001	5%	i	-6	i
CC(C)Oc1ccc(C(=O)NC2CCCCC2)cc1	-0.27	-0.19	-0.31	1.3	-49%	-0.68	948	-6%	2.4	1.5	15	-3.9	1237	-36%	i	-3	i
Cc1cc(S(=O)(=O)NCCCN2CCOCC2)ccc1F	-0.52	-0.28	-0.13	0.96	7%	/	/	0%	3.3	1.6	7.4	/	/	7%	i	14	i
CC(=O)c1ccc(OCC(C)C)c(Cc2c(O)nc(N)[nH]c2=O)c1	0.28	-0.21	0.46	-0.6	-26%	-0.22	1491	-3%	2.0	2.0	1.5	-0.6	1100	-2%	i	-6	i
CC1CCCN(c2nc3c(c(=O)[nH]c(=O)n3C)n2CCSc2ncccn2)C1 (stereo not given)	-0.31	-0.27	0.14	0.31	-4%	-0.57	1496	3%	8.8	2.2	0.7	-3.6	1045	15%	i	-1	i
CCC(=O)NNc1ncnc2ccccc12	1.6	0.0021	1.3	-1.5	-25%	0.52	1528	1%	2.4	2.0	5.5	3.6	1015	-6%	i	-5	i
Cc1ccc(NC(=S)N(CCCN2CCOCC2)Cc2ccco2)cc1Cl	0.71	-0.18	0.24	-0.49	-25%	-0.02	1288	1%	5.1	2.3	2.1	-3.5	544	11%	i	-2	i
CCOC(=O)C1=C(C)N(C)C(=O)NC1c1ccccc1OC (stereo not given)	1.8	-0.27	1.2	0.43	-21%	0.52	1192	4%	1.7	2.6	12	-0.6	1033	10%	i	-2	i
O=C(/C=C/c1ccc2c(c1)OCO2)NCCSCc1c(Cl)cccc1Cl	0.63	-0.21	0.92	-2	55%	0.64	2314	-4%	7.3	2.1	8.2	0.0	904	-129%	i	-2	i
Cc1csc2c(N3CCN(C(=O)Nc4ccc(OC(F)(F)F)cc4)CC3)ncnc12	3.5	-0.021	1.5	-2.9	23%	0.02	1296	6%	/	/	/	-0.6	989	10%	/	/	i
N#CC(C#N)=C1C=C2C=C(N3CCCCC3)CCC2CC1 (stereo not given)	-7.3*	2*	-2.4*	0.51*	-19%	/	/	0%	4.2	2.8	0.9	-0.7	964	6%	?	/	i
CC(C)NC(=S)N/N=C/c1ccc(C(C)(C)C)cc1	-0.96	-0.12	-0.49	0.51	-21%	-0.32	1177	13%	2.2	2.6	3.1	0.2	1044	-14%	i	-6	i
O=C(O)c1ccc2c(=O)n(-c3ccccc3)c(=S)[nH]c2c1	-0.85	-0.78	-0.69	0.33	-1%	0.35	943	2%	/	/	/	0.2	1428	15%	/	/	i
CCOC(=O)N1CCN(C(=O)COc2ccc3c(c2)C(=O)CC(C)(C)O3)CC1	0.16	-0.16	0.94	-1.4	-13%	0.1	1246	-23%	1.8	1.9	10	-0.9	1091	6%	i	-4	i
O=C(c1cc(-c2ccccn2)nc2c(Cl)cccc12)N1CCN(S(=O)(=O)c2ccccc2)CC1	0.058	-0.21	0.17	-0.13	3%	1.2	1207	20%	2.8	2.0	10	-2.6	482	7%	i	8	i
COc1cccc(Nc2nc3cc(OC)ccc3cc2C#N)c1	-1.6	-0.33	-0.38	1.7	-12%	-0.07	1319	1%	7.1	2.3	6.2	-4.2	1080	11%	i	-1	i

Compound activity from PubChem.
